Sm TGR block: qHTS Assay for the Inhibitors of Schistosoma Mansoni Peroxiredoxins; purified TGR, DTNB reduction, TNB absorbance 405 nm; Schistosoma mansoni thioredoxin glutathione reductase (TGR), Q962Y6; actives 3% (n = 360,000); Potency, µM (top dose mostly 114 µM), without a hit: at the top dose activity change, negative = inhibition, usual class: inhibitors; note: potency is the fitted concentration of half-maximal effect; nearly all actives have a fitted effect of over 60% in size
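TGR 20 nM + NADPH 100 uM (dispensed conc.), cpd preinc 15 min RT; start with NADPH (500 uM addition) then DTNB (15 mM addition). Kinetic TNB absorbance, 405 nm filter. Four-parameter Hill fit across titration.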
HCMV inh: qHTS Assay for inhibitors of the human cytomegalovirus (HCMV) | AID 1259415, 2018 | actives 4.5% (n = 410,000) | activity change, negative = inhibition, % at 57.5 µM | HFF cells, HCMV-luciferase reporter, 72 h; hits give low values; in the data active = activity change below about -60%; inconclusive = no clear call, values can overlap the other calls; inactive = above about -39%
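HFF cells seeded 16 h at 37C, treated with compounds, infected with luciferase-reporter HCMV at MOI 1 PFU/cell; luciferase read at 72 h post infection, normalized to buffer-only and Salinomycin controls.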
FBPA Giardia inh: qHTS Assay for Inhibitors of Fructose-1,6-bisphosphate Aldolase from Giardia Lamblia | A8B2U2 | purified Giardia FBPA | Potency, µM (doses to about 59.6 µM), for the others: top-dose activity, negative = inhibition, usual class: inhibitors | actives 0.71% (n = 290,000); note: potency is the fitted concentration of half-maximal effect; nearly all actives have a fitted effect of over 55% in size
Target sequence (A8B2U2 whole entry, looked up): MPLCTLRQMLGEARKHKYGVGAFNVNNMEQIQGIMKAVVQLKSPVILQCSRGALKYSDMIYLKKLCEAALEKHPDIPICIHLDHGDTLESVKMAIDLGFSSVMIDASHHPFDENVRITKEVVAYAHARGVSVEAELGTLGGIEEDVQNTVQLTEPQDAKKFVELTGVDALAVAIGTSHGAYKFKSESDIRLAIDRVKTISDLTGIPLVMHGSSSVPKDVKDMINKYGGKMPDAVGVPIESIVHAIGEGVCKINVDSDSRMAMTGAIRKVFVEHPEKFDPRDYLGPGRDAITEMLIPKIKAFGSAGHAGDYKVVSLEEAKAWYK
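40 nM FBPA preincubated 10 min at RT with compound (up to 57.5 uM final), then substrate plus GAPDH/TPI/NAD/arsenate coupling and diaphorase/resazurin added. Fluorescence read after 20 min at RT, 525/598 nm.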
HCV inhibitor: qHTS Assay for Inhibitors of Hepatitis C Virus (HCV) | Huh7.5.1 HCVcc-Cre infection, luciferase reporter, 44 h | Potency, µM (highest dose often 41.8 µM), inactives show at the top dose activity change, negative = inhibition, actives largely listed as inhibitors | actives 3.4% (n = 340,000); note: potency is the fitted concentration of half-maximal effect
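Infectious HCV cell culture screen: compound-treated cells (1,000/well, pre-plated 4 h) are infected with HCVcc-Cre at roughly 0.5 moi and grown 44 h. Infection is quantified by luciferase signal after 15 min substrate incubation at room temperature.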
AmpC detergent: qHTS Inhibitors of AmpC Beta-Lactamase (assay with detergent) | P00811 | AmpC hydrolysis of nitrocefin, absorbance 480 nm, 0.01% Triton | Potency, µM (top dose mostly 114 µM), for the others: at the top dose activity change, negative = inhibition, actives largely listed as inhibitors | actives 0.041% (n = 370,000) | AID 485294, 2010;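 note: potency is the fitted concentration of half-maximal effect; 0% = no-compound wells and -100% = no-enzyme wells; nearly all actives have a fitted effect of over 25% in size; some results filed as inactive show a strong effect at the top dose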
Target sequence (P00811 whole entry, looked up): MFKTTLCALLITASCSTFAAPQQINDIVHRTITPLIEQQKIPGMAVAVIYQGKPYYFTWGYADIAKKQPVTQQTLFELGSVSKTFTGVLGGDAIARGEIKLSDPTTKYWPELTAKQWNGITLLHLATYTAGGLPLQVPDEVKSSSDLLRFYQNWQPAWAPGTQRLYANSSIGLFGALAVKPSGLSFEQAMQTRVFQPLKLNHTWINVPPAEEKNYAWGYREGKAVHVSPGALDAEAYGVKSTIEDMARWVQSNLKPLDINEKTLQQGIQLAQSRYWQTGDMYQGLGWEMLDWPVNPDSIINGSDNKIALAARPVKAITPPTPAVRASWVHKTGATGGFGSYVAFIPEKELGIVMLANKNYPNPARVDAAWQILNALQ
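20 mM phosphate pH 7.0 + 0.01% (detergent screen) or 0.0001% Triton X-100; 5.3 nM AmpC reagent; cpd preinc 15 min RT; nitrocefin (800 uM stock) to start; A480 q20 s × 4 min; Activity was normalised to no-enzyme and no-compound control wells.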
AmpC inh no detg: qHTS Inhibitors of AmpC Beta-Lactamase (assay without detergent); AmpC nitrocefin hydrolysis, absorbance 480 nm, 0.0001% Triton; Potency, µM (highest dose often 57.1 µM), without a hit: top-dose activity change, negative = inhibition, hits mostly inhibitors; actives 0.52% (n = 330,000); AID 485341, 2010;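 note: potency is the fitted concentration of half-maximal effect; plate controls were no compound for no effect and no enzyme for full effect; nearly all actives have a fitted effect of over 20% in size; some results filed as inactive show a strong effect at the top dose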
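20 mM phosphate pH 7.0 + 0.01% (detergent screen) or 0.0001% Triton X-100; 5.3 nM AmpC reagent; cpd preinc 15 min RT; nitrocefin (800 uM stock) to start; A480 q20 s × 4 min; Activity was normalised to no-enzyme and no-compound control wells.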
Starred values were filed as active, the others as inactive; ? = inconclusive; · = not tested or not shown; & = joins results of further samples; [ ] = remark or other dose. Unless noted, calls come from the whole dose curve; as a rule, active = well fitted curve in the direction sought with a large enough effect; inconclusive = small, poorly fitted or top-dose-only effect, or another doubt; inactive = no such curve, though single readings can be large; an effect the other way counts as inactive or inconclusive. Unless noted, % is set by controls: 0 for no effect and ±100 for the full control effect.

molecule	HCMV inh	AmpC inh no detg	HCV inhibitor	FBPA Giardia inh	AmpC detergent	Sm TGR block
CCOC(=O)c1sc2nc3c(cc2c1N)COC(C)(CC)C3 (stereo unspecified)	124	-1%	?	-1%	-3%	-3%
CCCn1c(CCc2ccccc2)nnc1SCC(=O)N1CCOCC1	-13	0%	2%	6%	2%	2%
CCOc1ccccc1N1CCN(C/C=C/c2ccc(N(C)C)cc2)CC1	1	27%	21%	-27%	-13%	0%
CC12CC3(C)CC(C)(C1)CC(C(=O)NC(=S)N1CCOCC1)(C2)C3	-18	39%	7%	-1%	-12%	4%
CC(=O)Nc1ccc(NS(=O)(=O)c2ccc(Cl)c(C(=O)O)c2)cc1	-10	-15%	1%	3%	1%	-1%
O=C(CCCCCCN1C(=O)c2ccccc2C1=O)N1CCC(c2ccccc2)C1 (stereo unspecified)	-34	102%[activator]	1%	13%	5%	-1%
CCOc1ccc(NC(=O)CN(C)C(=O)c2cc3c(s2)CCCCC3)cc1OCC	-7	9%	?	·	-13%	-19%
CCOc1ccc(CNC(=O)C2Cc3cc(S(=O)(=O)N4CCCCC4)ccc3N2C(C)=O)cc1 (stereo unspecified)	8	-4%	-12%	·	-13%	3%
Cc1ccc(N2C(=O)C3N=NN(CC(=O)N4N=C(c5ccccc5)CC4c4ccccc4)C3C2=O)cc1 (stereo unspecified)	51	-39%	14%	-5%	-6%	-16%
CC(C)c1ccc(NC(=O)c2cc3c(s2)-c2ccccc2SC3)cc1	?	·	·	·	9%	12%
CC(OC(=O)c1nsc(Cl)c1Cl)C(=O)NCc1ccco1 (stereo unspecified)	-11	-15%	27%	10%	?	?
CCNc1nc(-c2ccc(Cl)cc2)cs1	4	-15%	?	1%	1%	7%
Cc1cccc(N=C2SC(C)CN2C(=O)CN2C(=O)NC3(CCCC3)C2=O)c1 (stereo unspecified)	1	93%[activator]	11%	·	-2%	12%
CCOC(=O)c1ccc(NC(=O)N2CC3CC(C2)c2cccc(=O)n2C3)cc1 (stereo unspecified)	26	-4%	17%	·	10%	-15%
CC(NC(=O)COC(=O)Cc1ccsc1)C1CC2CCC1C2 (stereo unspecified)	12	-2%	16%	2%	1%	0%
CN1CCC(NC(=O)c2cccs2)CC1	37	8.9µM*	16%	-1%	2%	-1%
NS(=O)(=O)c1ccc(NC(=O)COC(=O)COc2cccc(C(F)(F)F)c2)cc1	0	-27%	4%	1%	-1%	3%
COc1ccc(C(=O)Nc2cc3c(cc2N2CCCCC2)n(C)c(=O)n3C)cc1OC	0	24%	?	-20%	-15%	1%
CCCc1ccc(-c2cc(C(=O)Nc3ccc([N+](=O)[O-])cn3)c3ccccc3n2)cc1	23	-20%	13%	0%	4%	3%
CCOCCCNC(=O)C(c1ccc(C)cc1)N(Cc1cccs1)C(=O)c1ccc(NC(C)=O)cc1 (stereo unspecified)	-26	·	·	·	4%	-3%
COC(=O)c1ccccc1-n1cc2c(c1-c1cccc(C)c1)c(=O)n(C)c(=O)n2C	-11	·	·	·	20%	-26%
CC(=O)OC1CC(C)N(C(=O)c2ccccc2)c2ccc(C)cc21 (stereo unspecified)	13	-3%	-15%	0%	2%	5%
COc1ccc(N2CCN(S(=O)(=O)CCNC(=O)Cc3ccc(OC)c(OC)c3)CC2)cc1	2	·	·	·	-7%	-16%
COc1ccc(-c2cc(C(=O)NCCc3ccccc3)c3cc(C(C)C)ccc3n2)cc1	2	·	·	·	-2%	2%
O=C(NCC(c1cccs1)N1CCOCC1)c1cnc(Cl)c(Cl)c1 (stereo unspecified)	-12	3%	?	·	·	·
O=C(OCC(=O)N1CCOCC1)c1cccc(S(=O)(=O)Nc2ccc(F)cc2)c1	-32	1%	0%	·	1%	-6%
CN(C(=O)CSc1nc2ccccc2n1C)C1CCS(=O)(=O)C1 (stereo unspecified)	?	-8%	?	·	-8%	5%
CCc1ccc2c(CN(C)Cc3ccc(OC(F)F)c(OC)c3)cc(=O)oc2c1	-15	8%	?	5%	-5%	-13%
N#C/C(=C\c1ccc(F)cc1)C(=O)NCC1CCCO1 (stereo unspecified)	-4	·	·	·	21%	3%
Cc1ccccc1CN1CCc2cc([N+](=O)[O-])ccc21	-20	-29%	-24%	-3%	-9%	-15%
C[C@]12c3[nH]c4cc(-c5ccco5)ccc4c3CCN1C(=O)[C@@H](CC(=O)NCC13CC4CC(CC(C4)C1)C3)C[C@@H]2C(=O)N1CCOCC1	-29	149%[activator]	25µM*	·	·	·
O=C(c1cc(-c2cccc(Cl)c2)on1)N1CCN(c2ccccc2)CC1	93&1	-11%	13%	4%	-9%&26%	-6%&6%
CCn1cc(C(=O)N2CCN(c3ccc(OC)cc3)CC2)c(=O)c2cc(S(=O)(=O)N3CCOCC3)ccc21	2&13	83%[activator]	11%	-7%	-7%&2%	?
Cc1ccc(Cn2cc(S(=O)(=O)c3ccc(C(C)C)cc3)c(=O)c3cc4c(cc32)OCO4)cc1	-27	-46%	-2%	3%	-11%	1%
O=C1CN=C(c2ccccc2)c2cc(Br)ccc2N1	-22	-22%	15%	-6%	?	0%
CCC(C)NC(=O)c1ccc(CN2CCc3ccccc3C2)cc1 (stereo unspecified)	36	-3%	-13%	-2%	2%	0%
CC(C)CNC(=O)Cn1c(=O)c2c(ncn2CC(C)C)n(Cc2ccccc2)c1=O	-67*	-18%	11µM*	3%	1%	-3%
CCc1nnc2n1N=C(c1ccc(Cl)cc1Cl)CS2	2	-3%	5%	12%	-11%	-5%
CC(=O)Nc1ccc(-c2nc3ccccc3c(=O)o2)cc1	-34	-3%	10%	-3%	-6%	-1%
O=c1c2cc(N3CCOCC3)ccc2[nH]c(=S)n1CCN1CCCC1	64	40%	1%	-16%	-3%	-3%
CC1CCN(CCCNC(=O)Cn2ncc3c([nH]c4ccccc43)c2=O)CC1	-6	0%	2%	-13%	-9%	-6%
Cc1ccccc1NC(=O)C1c2cccc[n+]2CC(=O)N1Cc1ccc2c(c1)OCO2 (stereo unspecified)	?	-24%	5%	-25%	-1%	-25%
COc1ccc2c(Cl)c(-c3nnc4n3CCCCC4)sc2c1	-28	76%[activator]	-14%	11%	-14%	-20%[11.4 µM]
O=C(NC(=S)N1CCCCC1CO)c1cc(Br)ccc1Cl (stereo unspecified)	-14	-15%	5%	·	0%	-2%
Cc1ccc(C)c(N2CCN(S(=O)(=O)c3cc(-c4cc(C)no4)ccc3C)CC2)c1	0	·	·	·	-5%	-5%
O=C(/C=C/c1ccc(Cl)cc1Cl)NCCSc1ccccc1	58	-28%	9%	-5%	-14%	-3%
O=C(COC(=O)c1ccc(Cl)nc1)NCc1ccco1	?	-11%	10%	2%	-3%	-3%
S=c1nc(-c2ccc(Br)cc2)[nH]c2ccccc12	57	-15%	5%	13%	-6%	-1%
O=C(NCCN1CCN(C(=O)c2ccccc2Cl)CC1)C(=O)NCc1ccccc1	-17	-10%	-7%	·	8%	-7%
CCOc1ccc(OCCC(=O)OCC(=O)Nc2cc(C)nn2-c2ccccc2)cc1	-39	5%	8%	·	?	-6%

Continuation.
molecule	HCMV inh	AmpC inh no detg	HCV inhibitor	FBPA Giardia inh	AmpC detergent	Sm TGR block
Cn1cc(C(=O)NCc2ccccc2)c2ccccc21	-4	-31%	-11%	1%	?	0%
C=CCC[C@@H](Cc1ccc(F)cc1)C(=O)OC[C@@H](NC(=O)[C@@H](CC=C)CC(=O)N[C@@H](CO)Cc1ccccc1)C(C)(C)C	-16	135%[activator]	5%	·	·	·
Cc1cc(C)c(S(=O)(=O)NCCn2c(C)cc3ccccc32)c(C)c1	8	-50%	-24%	-1%	?	-8%
O=C(COC(=O)c1ccc2c(c1)OCO2)NC1CCCCC1	-1	-6%	10%	·	·	·
Cc1ccn2cc(-c3ccc(NS(=O)(=O)c4ccccc4)cc3)nc2c1	57	-33%	11µM*	-17%	0%	5%
Cc1ccc2nc(-c3cc(-c4ccccc4)no3)cn2c1	5	-25%	-2%	0%	-1%	15%
Brc1ccc(-[n+]2c(-c3ccccc3)cc(-c3ccccc3)cc2-c2ccccc2)cc1	-98*	22%	?	·	-2%	-21%
CCOC(=O)c1ccc(NC(=O)c2c(NCc3cccc(OC)c3)sc3c2CCC3)cc1	-2	·	·	·	5%	6%
COc1ccc(CN(C)C(C)C(=O)Nc2ccc(S(=O)(=O)N3CCCC3)cc2)c(OC)c1OC (stereo unspecified)	·	101%[activator]	·	-4%	0%	9%
Cc1ccccc1C(=O)NC1CCN(CC(=O)Nc2ccccc2)CC1	-90*	1%	2%	3%	-4%	-6%
Cc1ccc(NC(=O)CSCC(=O)NNC(=O)c2nn(C)c(=O)c3ccccc23)cc1	0	-19%	18%	·	0%	-13%
COc1cccc(N=c2oc3c(C)ncc(CO)c3cc2C(=O)Nc2ccccc2OC)c1	·	-19%	·	3%	-6%	8%
COc1cc2c(cc1OC)CN(C(=O)c1ccc(S(=O)(=O)N3CCCC3)cc1)CC2	7	68%[activator]	-15%	-3%	1%	-1%
C#CCOCCOCCOCCNc1nc(N2CCOCC2)nc(N2CCN(C(=O)[C@H](CCC(=O)O)n3cc(C(N)[C@H](C)CC)nn3)CC2)n1 (stereo partly specified)	0	148%[activator]	23%	-3%	4%	20µM*
O=C(O)CN1CCN(c2ncc(C(F)(F)F)cc2Cl)CC1	-24	-16%	7%	-13%	7%	10%
CC1(C)Cc2nc(NCCCO)c(C#N)cc2CO1	24	-1%	20%	-2%	?	0%
Cc1ccc(COn2c(-c3ccc(Cl)cc3)nc3ccc([N+](=O)[O-])cc32)cc1	60	-17%	?	-17%	?	?
NC(=O)c1ccccc1NC(=O)Nc1ccccc1Cl	9	-13%	16%	-1%	-5%	-4%
COc1ccc2nc(SCC(=O)c3c(N)n(C4CC4)c(=O)[nH]c3=O)[nH]c2c1	13	0%	-8%	·	?	0%
